High-throughput results deposited in PubChem by MTDP.
RNase H inhibition – RNase H inhibition, HIV 1 Gag Pol polyprotein, FRET biochemical assay, screening (AID 372). HIV-1 RT RNase H, FRET RNA/DNA substrate fluorescence; higher % means a stronger effect. hit rate 0.77% among 100,000. one-dose inhibition, % at 10 µM; IC50 in µM for titrated hits; in the data active means inhibition above about 50%
* marks the source's active call; other numbers are inactive results.

SMILES | RNase H inhibition
O=C(Nc1ccc(Br)cc1F)C(Sc1ccccc1)c1ccccc1 (stereo not given) | 13.0%
CC(C)c1ccc(-c2nn(-c3ccccc3)cc2-c2nnc(N)o2)cc1 | 16.0%
O=C(c1ccc(Cl)c(Cl)c1)N1CCN(c2ccc([N+](=O)[O-])c3cccnc23)CC1 | 27.0%
CCOc1cc(C2C(C#N)=C(N)OC3=C2C(=O)CCC3)ccc1OC (stereo not given) | 5.0%
CCOc1ccc(NC(=O)C(C)Sc2ccccc2)cc1 (stereo not given) | 6.0%
Nc1ccc2oc(-c3cc(Cl)ccc3Cl)nc2c1 | 16.0%
COc1cc(C2CC(c3cc(Cl)ccc3O)=NN2)ccc1O (stereo not given) | 27.0%
Cc1ccc(-c2nnc3s/c(=C\c4ccccc4Cl)c(=O)n23)cc1 | 0.0%
O=[N+]([O-])c1ccc(-c2noc(-c3ccccc3Br)n2)cc1 | 23.0%
COc1cc(NC(=O)COc2cccc(C)c2)c(C(=O)O)cc1OC | 8.0%
CCOc1ccc(N(CC(=O)NCC2CCCO2)S(C)(=O)=O)cc1 (stereo not given) | 7.0%
COc1cc(/C=C2/NC(=S)NC2=O)ccc1OCCC(C)C | 21.0%
Cc1ccc(-c2nc3ccccn3c2NC(=O)c2ccc(Cl)cc2)cc1 | 0.0%
CCc1c(O)nc(SC(C)CC)n(C(C)CC)c1=O (stereo not given) | 15.0%
CC1(C)CC(=O)C2=C(C1)Nc1ccccc1NC2c1cccc([N+](=O)[O-])c1 (stereo not given) | 10.0%
O=C1C(=O)N(c2ccc(Br)cc2)C(c2ccccc2)/C1=C(\O)c1ccccc1 (stereo not given) | 0.0%
Cc1ccccc1NC(=O)C1CC(=O)N(c2cccc([N+](=O)[O-])c2)C1 (stereo not given) | 2.0%
Cc1ccccc1C(=O)NC(=S)Nc1cccc2ccccc12 | 0.0%
O=C(O)CCC(=O)Nc1cccc(-c2cn3ccccc3n2)c1 | 6.0%
C=CCc1cc(/C=C2/SC(=S)NC2=O)cc(OC)c1OCC(=O)O | 39.0%
Cc1cccc(C2C(C#N)=C(N)OC3=C2C(=O)CCC3)c1 (stereo not given) | 1.0%
Clc1ccc(-c2nnc(-c3cccs3)o2)cc1 | 15.0%
COc1ccc2[nH]c(C)c(C/C=C(/C)Cl)c(=S)c2c1 | 13.0%
CCCCOc1ccc(/C=N/Nc2nc(-c3ccccc3)nc(C)c2C)cc1 | 8.0%
O=C(c1ccncc1)N1N=C(c2ccncc2)CC1(O)C(F)(F)F (stereo not given) | 6.0%
COc1cc(/C=N/n2cnnc2)cc(I)c1OCCOc1ccccc1 | 11.0%
CCOC(=O)COc1ccc2cc(-c3nc4ccccc4o3)c(=O)oc2c1 | 0.0%
Cc1ccc(-c2nc(O)c(C3=c4cc(C)cc(C)c4=NC3=O)s2)cc1 | 13.0%
COc1ccc(CNC(=O)CN(c2ccc(C)cc2C)S(=O)(=O)c2ccc(C)cc2)cc1 | 11.0%
O=C(Cc1ccc(F)cc1F)Nc1cccc2ccccc12 | 0.0%

Of the compounds above, these have four or more nitrogen atoms.
SMILES | RNase H inhibition
CC(C)c1ccc(-c2nn(-c3ccccc3)cc2-c2nnc(N)o2)cc1 | 16.0%
O=C(c1ccc(Cl)c(Cl)c1)N1CCN(c2ccc([N+](=O)[O-])c3cccnc23)CC1 | 27.0%
CCCCOc1ccc(/C=N/Nc2nc(-c3ccccc3)nc(C)c2C)cc1 | 8.0%
O=C(c1ccncc1)N1N=C(c2ccncc2)CC1(O)C(F)(F)F (stereo not given) | 6.0%
COc1cc(/C=N/n2cnnc2)cc(I)c1OCCOc1ccccc1 | 11.0%

Next part.
SMILES | RNase H inhibition
CCOC(=O)C1=C(O)/C(=C/c2cc(C)n(-c3cccc(Br)c3)c2C)N=C1C | 15.0%
O=C(Nc1ccc(Cl)cc1)Nc1nnc(/C=C/c2ccccc2Cl)s1 | 37.0%
COc1cccc(/C=C2\SC(N3CCCCC3)=NC2=O)c1OC | 14.0%
COc1ccc(-c2n[nH]c(=S)n2/N=C/c2ccc(OC)cc2OC)cc1 | 17.0%
COc1ccc(C(=O)N/N=C/c2ccc(Sc3nnnn3-c3ccccc3)o2)cc1OC | 2.0%
CCCC(=O)c1c(C)[nH]c(C(=O)OCC)c1C | 1.0%
CCOC(=O)c1sc(NC(=O)c2ccc(Cl)cc2Cl)c(C(N)=O)c1C | 10.0%
O=C(Nc1c(C(=O)Nc2ccccc2Cl)cnn1-c1ccccc1)c1ccco1 | 13.0%
COc1ccccc1OCCOCCOc1ccc(C)cc1OC | 11.0%
O=C(CSc1nnnn1-c1ccc(F)cc1F)Nc1ccccc1F | 37.0%
COc1ccc(-c2nc(-c3ccc(Br)cc3)no2)cc1 | 6.0%
Cc1ccoc1C(=O)Nc1ccc2ccccc2c1 | 0.0%
NS(=O)(=O)c1ccc(CNC(=O)c2ccc(-c3ccccc3)cc2)cc1 | 0.0%
CCOc1ccccc1C(=O)Nc1ccc(I)cc1C | 8.0%
O=C(Nc1nc(-c2ccc(Cl)cc2)cs1)C1CC1 | 9.0%

Overlap with the part before: 7 entries, followed by the next part.
SMILES | RNase H inhibition
COc1ccccc1OCCOCCOc1ccc(C)cc1OC | 11.0%
O=C(CSc1nnnn1-c1ccc(F)cc1F)Nc1ccccc1F | 37.0%
COc1ccc(-c2nc(-c3ccc(Br)cc3)no2)cc1 | 6.0%
Cc1ccoc1C(=O)Nc1ccc2ccccc2c1 | 0.0%
NS(=O)(=O)c1ccc(CNC(=O)c2ccc(-c3ccccc3)cc2)cc1 | 0.0%
CCOc1ccccc1C(=O)Nc1ccc(I)cc1C | 8.0%
O=C(Nc1nc(-c2ccc(Cl)cc2)cs1)C1CC1 | 9.0%
COc1cccc(OCCOc2c(Cl)cccc2Cl)c1 | 9.0%
CCOc1ccc(C(=O)Nc2ccccn2)cc1[N+](=O)[O-] | 2.0%
CCOC(=O)C1=C(O)CSC1=Nc1ccc(C)cc1 | 4.0%
COc1ccc(C2C3=C(N=c4s/c(=C/c5cccc(OC)c5O)c(=O)n42)c2ccccc2CC3)cc1 (stereo not given) | 14.0%
COc1cc(C)ccc1OCCOCCOc1ccc(Cl)c(C)c1 | 10.0%
O=C(O)c1cccc(N2C(=O)C3C4C=CC(CC4)C3C2=O)c1 (stereo not given) | 5.0%
O=C(O)c1c(-c2ccccc2)oc2ccc(OCc3ccccc3F)cc12 | 0.0%
COc1ccc2cc(N=Cc3c(O)[nH]c4ccccc34)ccc2c1 | 0.0%
Cc1sc2[nH]c(=O)n(-c3ccc(Cl)c(Cl)c3)c(=O)c2c1C | 43.0%
CCn1nnnc1-c1ccc(OC)c(S(=O)(=O)Nc2ccc(Br)cc2)c1 | 8.0%
CC(C)CC(=O)N1CCN(C2CCC(C)CC2)CC1 (stereo not given) | 1.0%
CC1=NN(c2ccc(Br)cc2)C(=O)/C1=C\c1c(C)[nH]n(-c2ccc(C)cc2)c1=O | 10.0%
COc1cccc(/C=N/NC(=O)c2cc(C)[nH]n2)c1O | 0.0%
CCCCOC(=O)Nc1ccc(S(=O)(=O)Nc2ccc([N+](=O)[O-])cc2)cc1 | 15.0%
O=C(Cc1ccccc1)Nc1ncc(Cc2ccc(F)cc2)s1 | 10.0%

Single entries from the list.
COc1ccc2cc(N=Cc3c(O)[nH]c4ccccc34)ccc2c1 in RNase H inhibition has 0.0%
O=C(O)c1cccc(N2C(=O)C3C4C=CC(CC4)C3C2=O)c1 (stereo not given) in RNase H inhibition has 5.0%
CCn1nnnc1-c1ccc(OC)c(S(=O)(=O)Nc2ccc(Br)cc2)c1 in RNase H inhibition has 8.0%
Cc1sc2[nH]c(=O)n(-c3ccc(Cl)c(Cl)c3)c(=O)c2c1C in RNase H inhibition has 43.0%
CCOc1ccc(C(=O)Nc2ccccn2)cc1[N+](=O)[O-] in RNase H inhibition has 2.0%
COc1cccc(/C=N/NC(=O)c2cc(C)[nH]n2)c1O in RNase H inhibition has 0.0%
COc1cccc(OCCOc2c(Cl)cccc2Cl)c1 in RNase H inhibition has 9.0%

The results go on.
SMILES | RNase H inhibition
COc1ccc(C(=O)NC(=S)Nc2ccc(Cl)c([N+](=O)[O-])c2)cc1Cl | 44.0%
CCOc1ccc(C(=O)Nc2cccc(-c3nc4cc(C)ccc4o3)c2)cc1Cl | 5.0%
COc1ccc(N2CCN(C(=O)c3cc(F)c(F)cc3Cl)CC2)c([N+](=O)[O-])c1 | 16.0%
CN(C)c1cccc(C(=O)Nc2ccc(Br)cc2F)c1 | 36.0%
CCOC(=O)NC(Nc1cc(Cl)ccc1OC)(C(F)(F)F)C(F)(F)F | 9.0%
c1ccc(OCCn2c(SCc3nc4ccccc4[nH]3)nc3ccccc32)cc1 | 4.0%
COC1=CC(CC(=O)c2ccc(OC)c(OC)c2)C(C(=O)c2ccccc2Cl)C=C1OC (stereo not given) | 14.0%
O=c1[nH]c(/C=C/c2ccc(Cl)cc2)nc(O)c1[N+](=O)[O-] | 4.0%
Cc1ccc(C(=O)NCc2ccccn2)c(Cl)c1 | 6.0%
CCOC(=O)c1cc(CC)sc1NC(=O)c1ccc(N2CCOCC2)c([N+](=O)[O-])c1 | 11.0%
Cc1c(C(=O)Nc2ccccc2C(N)=O)cccc1[N+](=O)[O-] | 15.0%
CCOC(=O)c1ccc(N2C(=O)CC(NCCc3ccc(Cl)cc3)C2=O)cc1 (stereo not given) | 3.0%
Fc1ccc(OCCn2ccnc2)cc1 | 6.0%
CC1(C)Cc2ccccc2C(=C(C#N)C#N)N1 | 4.0%
CCCOc1ccc(C(=O)Nc2ccc(Cl)c([N+](=O)[O-])c2)cc1 | 4.0%
Cc1c(N=Cc2sc3ccccc3c2O)c(=O)n(-c2ccccc2)n1C | 4.0%
CC12CCCCC1=NC(c1ccc([N+](=O)[O-])cc1)=[N+]2[O-] (stereo not given) | 8.0%
N#C/C(=C\C=C\c1ccccc1[N+](=O)[O-])c1nc(-c2cc3cc([N+](=O)[O-])ccc3oc2=O)cs1 | 6.0%
O=C(Nc1ccccc1Cl)c1ccccc1Br | 0.0%
CCOC(=O)C1C(=O)C=C(/C=C/c2cccs2)CC1c1ccccc1 (stereo not given) | 0.0%
COc1ccc(OC)c(-n2cnc(-c3ccc([N+](=O)[O-])cc3)c2)c1NCc1ccccc1 | 12.0%
O=C1C=C(C(c2ccccc2)c2ccccc2)C(=O)c2ccccc21 | 10.0%
COc1ccc(OC)c(NC(=O)/C=C/c2ccc(OC)c(OC)c2)c1 | 6.0%
OC(COc1ccc(Br)cc1)Cn1cnc2ccccc21 (stereo not given) | 9.0%
N#Cc1cc2c(nc1SCC(=O)Nc1nccs1)CCCCC2 | 5.0%
Cc1ccc(C(=O)N/C(=C\c2ccc(Cl)cc2)C(=O)NCC(C)C)cc1 | 10.0%
Cc1c(Cl)cccc1NC(=O)C1CC(=O)N(c2ccc(Br)cc2)C1 (stereo not given) | 0.0%
Cc1ccc(C(=O)N/N=C\c2cc(Cc3ccccc3Cl)ccc2O)cn1 | 13.0%
O=C(N/N=C/c1ccccc1Cl)C(=O)Nc1cccc(C(F)(F)F)c1 | 0.0%
Nc1nnnn1CC(=O)N/N=C/c1cc2c(cc1[N+](=O)[O-])OCO2 | 6.0%
Cc1ccnc(NCn2nnc3ccccc32)c1 | 0.0%
O=C(NCc1ccccc1)C(Cl)Cl | 15.0%
O=C1NC(=O)N(c2ccc(I)cc2)C(=O)/C1=C/c1cnc(-c2ccccc2)nc1 | 15.0%
CC(=O)Nc1cc(-c2ccc(Cl)cc2)nn1Cc1ccc(Cl)cc1 | 3.0%
Cc1ccc(F)c(NC(=O)c2c(-c3c(F)cccc3Cl)noc2C)c1 | 11.0%
CCn1nnnc1-c1ccc(OC)c(S(=O)(=O)Nc2ccc(Cl)cc2)c1 | 0.0%
FC(F)(F)Oc1ccc(N=Cc2ccc(C=Nc3ccc(OC(F)(F)F)cc3)cc2)cc1 | 1.0%
COc1ccc(OC)c(NC(=O)c2ccccc2Br)c1 | 2.0%
Cc1cccc(OCC(=O)Nc2ccc3oc(-c4ccc(Cl)c(Cl)c4)nc3c2)c1 | 42.0%
COc1ccc(-c2cc(C(F)(F)F)n3ncc(C(=O)Nc4ccc(C(C)=O)cc4)c3n2)cc1OC | 5.0%
Cc1cccc(NC(=O)CC2Sc3ccc(C(F)(F)F)cc3NC2=O)c1C (stereo not given) | 8.0%
O=C1C2ON(c3ccccc3)C(/C=C/c3ccccc3)C2C(=O)N1c1ccc(Br)cc1 (stereo not given) | 2.0%
NC1=NC(=O)C(CC(=O)Nc2ccccc2F)S1 (stereo not given) | 22.0%
O=C1CC(O)(C(F)F)Oc2ccccc21 (stereo not given) | 0.0%
C=CCOc1ccc(/C=C2\C(=O)NC(=O)N(c3ccc(C)c(C)c3)C2=O)cc1OCC | 8.0%
O=C(COc1ccc(Cl)cc1Cl)Nc1ccc(Cl)cn1 | 11.0%
N/C(=N\OC(=O)COc1ccc(Br)cc1)c1ccncc1 | 7.0%
CN(C)CC(C)(C)CNC1CC2CCC1C2 (stereo not given) | 3.0%
COc1ccc(Cl)cc1C(=O)Nc1ccc(-c2nc3cc(Cl)ccc3o2)c(O)c1 | 20.0%
COc1cc(C=C2C(=O)NC(=S)NC2=O)ccc1OCCC(C)C | 8.0%
O=C(Nc1cccc2ccccc12)c1cccc(I)c1 | 0.0%
C#CCn1cc(/C=C(/C#N)C(=O)Nc2ccc(Cl)cc2)c2ccccc21 | 19.0%
O=C(NCCNc1cc(Cl)ccc1[N+](=O)[O-])c1ccccc1Cl | 7.0%
CCCOc1ccccc1/C=C1\SC(N2CCN(c3ccccc3)CC2)=NC1=O | 15.0%
COc1ccc(OC)c(NC(=O)C(=O)NCc2ccncc2)c1 | 26.0%
O=P(O)(Oc1cccc(Cl)c1)Oc1cccc(Cl)c1 | 3.0%
COc1ccccc1CN1CCN(Cc2ccc(OC)c(OC)c2)CC1 | 11.0%
COc1ccc(NC(=O)c2c(NC(=O)c3ccco3)sc(-c3ccccc3)c2C)cc1 | 12.0%
CN(C)CCCNC(=O)c1c(Cl)cccc1Cl | 0.0%
O=C1S/C(=C\c2ccccc2)C(=O)N1CC(O)Cn1c2ccccc2c2ccccc21 (stereo not given) | 6.0%

Next compounds
SMILES | RNase H inhibition
NC(=O)c1c(NC(=O)c2ccco2)sc2c1CCC2 | 6.0%
CS(=O)(=O)N(Cc1ccc(C(=O)N2CCC(Cc3ccccc3)CC2)cc1)c1ccccc1 | 23.0%
COc1cc(C(=O)N2CCN(Cc3ccccc3Cl)CC2)cc(OC)c1OC | 1.0%
CCOC(=O)c1c(NC(=O)COc2ccc(Cl)cc2)sc2c1CCN(C(=O)OCC)C2 | 38.0%

Only part of the results is shown. The share of hits here may be higher or lower than overall.
